High-throughput results deposited in PubChem by Broad Institute.
ARNT-TACC3 inh = ARNT/TACC3 interaction disruption | Q9Y6A5 | AlphaScreen His-ARNT PAS-B/GST-TACC3 binding, luminescence; TACC3 fragment carries E629A point mutation | inhibition, % at 9.99 µM | 390,000 compounds, 0.66% hits;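 active = mean inhibition of replicates at least 50% and at least half of replicates each reaching 50%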;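 note: 0% = complete ARNT plus TACC3 wells and 100% = ARNT alone without TACC3; many hits fall short of the cut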
F508del corr = correctors of CFTR F508del function in bronchial epithelial cells; activity (quench increase), % at 7.58 µM; 350,000 compounds, 0.36% hits; CFBE cells, YFP halide quenching; stimulated with forskolin plus potentiator P3; % fluorescence drop versus neutral controls;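 active = mean added fluorescence quench of at least 8% versus neutral control, with both replicates also reaching 8%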;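 note: cells transiently co-express mutant CFTR-F508del with the halide-sensitive YFP; corrector assay measuring rescue of mutant channel to the surface after 24 h compound exposure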
Xi reactivation = X-chromosome reactivation activator; XiGFP mouse fibroblasts, % GFP-positive cells imaging, 3 d; cells co-treated with 5-aza-dC sensitizer; scaled so ellipticine positive control = 100%; 360,000 compounds, 0.055% hits; activation, % at 7.58 µM;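 active = mean normalized replicate activation at least 10% and every replicate at or above 10%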;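 note: 0% = median of on-plate neutral control wells and 100% = ellipticine 6 µM median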
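System: 68-5-11 XiGFP fibroblast line; Timing: 3 days compound exposure; Compound dosing: one concentration, pinned; Benchmarks: positive control ellipticine, 6 µM final; Buffer or medium: DMEM containing 5-aza-dC.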
RAD52 inh = inhibitors of human RAD52 DNA annealing. 360,000 compounds, 0.46% hits. inhibition, % at 18.7 µM. recombinant RAD52 DNA annealing, FRET fluorescence. P43351;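 active = every replicate showing at least 50% inhibition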
RAD54 inh = inhibitors of human RAD54 branch migration | Q92698 | RAD54 Holliday junction branch migration, FAM/BHQ fluorescence | inhibition, % at 10.4 µM | 360,000 compounds, 0.14% hits | AID 602329;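 active = mean normalized replicate activity at least 40 and at least half of replicates scoring 40 or more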;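 note: 0% = median of neutral control wells and 100% = median of positive control wells; inhibitors cause a drop in the FAM fluorescence signal; in these data hits start at about 50%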
esBAF inh = SWI/SNF esBAF complex inhibition | mouse ES cells, Bmi1-luciferase knock-in reporter, 24 h; 100% = twice the neutral-well signal | reporter increase, % at 12.5 µM | 350,000 compounds, 2% hits | AID 602393; in the data active = activation above about 40%;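 note: 0% = median of the plate's neutral control wells and 100% = double that signal; a rise in the Bmi1 reporter signal indicates esBAF inhibition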
GSIS activator = primary screen for activators of insulin secretion dependent on glucose, INS-1E cells, GLuc reporter luminescence | INS-1E GLuc reporter insulin secretion, 2-3 h | activation, % at 16.6 µM | 370,000 compounds, 0.61% hits | AID 743287;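 active = lowest replicate activation of at least 40%, so every replicate reaches that level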;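 note: 0% = median of neutral control wells and 100% = median of IBMX positive control wells; some compounds called inactive have numbers as strong as hits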
ERAP1 HTS inh = inhibitors of human ERAP1 aminopeptidase | 340,000 compounds, 0.15% hits | inhibition, % at 10.7 µM | Q9NZ08 | recombinant ERAP1, Leu-AMC fluorescence, 60 min | AID 652197;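 active = mean replicate inhibition of at least 30%, or all replicates individually reaching that 30% level; inactive = mean below 30% and not every replicate reaching it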;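 note: 0% = neutral control wells and 100% = L-leucinethiol positive control wells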
Target sequence (Q9NZ08 whole entry, looked up): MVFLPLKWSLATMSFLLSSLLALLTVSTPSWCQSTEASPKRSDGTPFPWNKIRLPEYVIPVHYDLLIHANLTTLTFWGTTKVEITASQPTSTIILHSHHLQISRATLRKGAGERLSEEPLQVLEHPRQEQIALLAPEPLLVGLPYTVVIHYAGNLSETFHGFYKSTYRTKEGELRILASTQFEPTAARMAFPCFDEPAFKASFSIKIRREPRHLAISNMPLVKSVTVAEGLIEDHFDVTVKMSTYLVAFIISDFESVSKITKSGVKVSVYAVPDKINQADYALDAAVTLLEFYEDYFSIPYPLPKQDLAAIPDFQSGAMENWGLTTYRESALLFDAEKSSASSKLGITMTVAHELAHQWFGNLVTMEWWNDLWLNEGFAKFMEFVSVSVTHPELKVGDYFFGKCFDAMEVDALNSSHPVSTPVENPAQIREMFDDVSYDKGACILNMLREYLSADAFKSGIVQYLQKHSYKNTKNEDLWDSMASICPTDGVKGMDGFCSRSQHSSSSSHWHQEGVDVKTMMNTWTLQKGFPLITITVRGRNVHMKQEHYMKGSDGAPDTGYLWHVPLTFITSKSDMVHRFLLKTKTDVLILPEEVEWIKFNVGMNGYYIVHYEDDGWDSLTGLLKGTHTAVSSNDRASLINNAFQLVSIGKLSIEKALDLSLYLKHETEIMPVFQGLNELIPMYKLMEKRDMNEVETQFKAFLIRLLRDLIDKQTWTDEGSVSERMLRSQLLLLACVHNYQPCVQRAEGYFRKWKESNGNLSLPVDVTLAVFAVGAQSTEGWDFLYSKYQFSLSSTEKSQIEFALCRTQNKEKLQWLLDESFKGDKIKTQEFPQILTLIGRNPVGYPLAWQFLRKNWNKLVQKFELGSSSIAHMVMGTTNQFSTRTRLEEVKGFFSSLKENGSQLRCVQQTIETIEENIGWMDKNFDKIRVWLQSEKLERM
Numbers without * were called inactive; nt = not tested or not shown.

SMILES	ARNT-TACC3 inh	F508del corr	Xi reactivation	RAD52 inh	RAD54 inh	esBAF inh	GSIS activator	ERAP1 HTS inh
CCN(CC(=O)NCc1cccs1)C(=O)COc1ccc(C(N)=O)cc1	-6	0.8	0.0	-7	-4	-2	nt	-2
CC(C)CC#Cc1ccc2c(c1)O[C@@H](CN(C)Cc1ccc(F)cc1)[C@@H](C)CN([C@@H](C)CO)S2(=O)=O	2	-1.7	-0.2	-2	7	-4	5	0
Cc1ccc(-c2csc(N3CCC[C@@H]3C(=O)NCCn3c(C(F)(F)F)nc4ccccc43)n2)cc1	nt	1.1	0.2	-23	1	-1	-8	-3
O=C(NNC(=O)C1CCN(S(=O)(=O)c2ccc(Cl)cc2)CC1)c1ccccc1O	-2	2.5	0.0	-21	4	19	9	1
S=C1N(c2ccccc2)C(c2ccc(Br)cc2)N2CCCN12 (configuration not stated)	2	0.5	0.0	-4	1	-6	10	1
CCCC(=O)Nc1cc(C(=O)O)ccc1Sc1ccc(C)cc1	-1	-1.5	0.1	-18	nt	nt	-3	1
COCC(=O)Nc1ccc2c(c1)C(=O)N(C)[C@H]1CC[C@@H](CC(=O)NCC3CCCCC3)O[C@@H]1CO2	-11	-0.9	0.4	-17	-11	1	9	-4
CC(=O)N1[C@H](CN(C)C(=O)c2ccccc2F)[C@@H](c2ccccc2)[C@@H]1CO	0	-6.2	0.0	-10	1	4	3	3
CCOC(=O)[C@]12CCC=C1N(Cc1ccco1)C(=O)[C@H](CC(=O)NCc1ccc(OC)c(OC)c1)C2	nt	-1.6	0.2	-37	nt	nt	12	-1
CCc1ccc(S(=O)(=O)NC(=S)NC2CCCCC2)cc1	14	2.6	0.0	-2	nt	1	22	1

An excerpt of these results, with two lines to a compound.
Screens in order: ARNT-TACC3 inh, F508del corr, Xi reactivation, RAD52 inh, RAD54 inh, esBAF inh, GSIS activator, ERAP1 HTS inh
S=C1N(c2ccccc2)C(c2ccc(Br)cc2)N2CCCN12 (configuration not stated)
  2, 0.5, 0.0, -4, 1, -6, 10, 1
CCc1ccc(S(=O)(=O)NC(=S)NC2CCCCC2)cc1
  14, 2.6, 0.0, -2, nt, 1, 22, 1

Following part:
SMILES	ARNT-TACC3 inh	F508del corr	Xi reactivation	RAD52 inh	RAD54 inh	esBAF inh	GSIS activator	ERAP1 HTS inh
COc1cccc(Nc2nc(C(N)c3ccccc3)cs2)n1 (configuration not stated)	nt	2.1	0.1	-18	13	-2	nt	0
COc1ccc(S(=O)(=O)N2CCCCN3[C@H](CO)[C@H](c4ccc(C5=CCCC5)cc4)[C@H]3C2)cc1	17	-1.2	0.0	nt	6	-1	0	nt
O=C(N[C@H]1C=C[C@@H](CC(=O)N2CCCCC2)O[C@H]1CO)c1ccccn1	4	-0.6	0.2	-11	-5	-1	7	-1
Cc1ccc(-c2ccc3c(c2)O[C@H](CN(C)C(=O)Nc2ccccc2)[C@@H](C)CN([C@H](C)CO)S3(=O)=O)cc1	6	2.2	0.4	-2	7	0	-21	3
CC(C)NC(=O)Nc1ccc2c(c1)C(=O)N([C@@H](C)CO)C[C@@H](C)[C@@H](CN(C)Cc1ccncc1)O2	5	2.0	-0.1	2	0	1	2	3
CCCOc1c(Cl)cc(/C=N/O)cc1OCC	-4	nt	nt	nt	-12	-8	10	nt
Cc1ccc(/C=C2/SC(=S)N(C3CCCCC3)C2=O)o1	3	-1.5	0.0	-32	-2	0	44	1
O=C(C[C@H]1C[C@H]2c3cc(NC(=O)Nc4ccccc4)ccc3O[C@H]2[C@H](CO)O1)NCc1ccccc1	24	2.1	0.1	16	-2	-2	9	-5
CCS(=O)(=O)N1CCC(C(=O)NCCCN2CCCC2)CC1	-1	nt	nt	-4	-5	-7	1	0
COc1ccccc1NC(=O)CCc1nnc2ccc(N3CCC4(CC3)OCCO4)nn12	5	0.5	0.1	-18	nt	nt	14	-1
COc1ccc(N2CCN(Cc3nc4c(c(=O)[nH]c(=O)n4C)n3CCCc3ccccc3)CC2)cc1	8	nt	nt	nt	-3	7	-1	nt
O=C(C[C@@H]1CC[C@@H](NS(=O)(=O)c2ccc(F)cc2)[C@H](CO)O1)N1CCC(Cc2ccccc2)CC1	18	1.4	0.6	8	-2	3	-22	2
COC(=O)[C@]12C[C@H](CC(=O)NCc3ccccc3)C(=O)N(Cc3ccccc3)C1=C[C@H](C(C)(C)C)O[C@@H]2C	nt	2.5	0.2	-15	nt	nt	nt	-4
Cc1cccc(N2C(=O)C(O)=C(C(=O)c3cccs3)C2c2cccc(Oc3ccccc3)c2)n1 (configuration not stated)	0	0.6	0.0	-22	-16	nt	nt	-3
C=CCC[C@H](CCCCC)OC(=O)/C=C/[C@H](O)[C@@H](O)C[C@@H](O)CC=C	nt	1.4	-0.1	4	nt	nt	-29	nt
CCNC(=O)C[C@@H]1CC[C@H]2[C@H](COc3ccc(NC(=O)Cc4cccs4)cc3C(=O)N2C)O1	-7	0.7	0.1	3	1	1	1	-1
CSc1nc(C)c(C(=O)Nc2ccccc2)c(-c2ccco2)c1C#N	-1	-1.7	0.0	-14	nt	nt	-2	-3
O=C(/C=C/c1ccco1)Nc1ccccc1N1CCCCC1	23	2.5	0.4	-12	nt	-4	1	-1
C[C@@H]1CCCCO[C@@H](CN(C)Cc2ccc(C(=O)O)cc2)[C@H](C)CN([C@H](C)CO)C(=O)c2cc(NC(=O)CCCN(C)C)ccc2O1	9	-1.7	0.0	19	13	-11	25	-4
CCN1CCN(C(=O)Cn2nc(-c3ccc(Cl)cc3)ccc2=O)CC1	19	-3.7	0.4	0	nt	-5	-9	0
COc1ccc(CNC(=O)c2cc(C(=O)C3CC3)c[nH]2)cc1	-1	0.2	-0.1	-11	4	nt	5	2
COc1cc2nc(=S)n3[nH]c(CCn4c(C)nc5ccccc54)nc3c2cc1OC	16	nt	nt	2	3	-6	nt	-3
O=C(/C=C/c1cc([N+](=O)[O-])ccc1OC(F)F)NCc1ccc(Cl)cc1	-13	nt	nt	nt	-4	11	-17	nt
O=C(OCC(=O)N1CCN(C(=O)c2ccco2)CC1)c1cncc(Br)c1	-16	-6.4	0.0	-14	-7	-3	6	1
O=C(C[C@@H]1CC[C@H]2[C@@H](COC[C@H](O)CN2Cc2ccccc2)O1)N1CCOCC1	-1	-3.4	0.0	-7	4	-1	2	-2
CNC[C@H]1OCCCC[C@H](C)Oc2ccc(NC(=O)Nc3ccc(F)cc3)cc2C(=O)N([C@H](C)CO)C[C@H]1C	nt	0.5	0.0	-145	-4	-10	9	nt
Cc1cc(OCC(=O)Nc2ccc(N3CCN(C(=O)c4ccco4)CC3)cc2)cc(C)c1Cl	-1	2.0	nt	-10	nt	nt	2	-2
O=C(c1cc(C2CC2)nn1-c1ccccc1)N1CCN(c2ncc(C(F)(F)F)cc2Cl)CC1	1	-0.1	0.2	-18	-10	-2	-8	-3
Cc1ccc(NC(=O)COC(=O)Cn2c(C)csc2=O)cc1S(=O)(=O)N1CCOCC1	1	-3.7	0.3	-15	1	-6	-17	-1
O=C(NCc1ccc2c(c1)OCO2)c1cc2n(n1)C(C(F)(F)F)CC(c1ccc3c(c1)OCO3)N2 (configuration not stated)	-13	nt	nt	nt	3	-3	-20	nt
Cc1cccc(-c2nsc(SCC(=O)NCC3CCCO3)n2)c1 (configuration not stated)	-8	-0.3	0.0	-11	nt	nt	-20	-2
COc1ccc(CN(C)C[C@H]2Oc3c(NC(=O)Nc4ccc(F)cc4)cccc3C(=O)N([C@@H](C)CO)C[C@@H]2C)cc1	18	-3.2	0.0	10	0	0	-9	0
COc1cc(NC(=O)c2ccccc2)c(OC)cc1NC(=O)Cc1ccccc1	1	-1.5	0.0	20	-3	-6	nt	2
O=C(CSc1ncccn1)N(Cc1cccnc1)C(CCc1ccccc1)c1nc2ccccc2[nH]1 (configuration not stated)	nt	1.7	0.0	-24	-5	-2	-17	1
C[C@@H]1CN([C@@H](C)CO)C(=O)Cc2cc(NS(=O)(=O)c3cn(C)cn3)ccc2O[C@@H]1CN(C)CC1CC1	-1	-0.5	0.8	-14	-1	-13	12	0
COc1ccc(C(=O)C[n+]2ccc(C)cc2)cc1	4	nt	0.0	nt	10	-3	26	nt
CCc1cc(CNC(=O)C2CCC(=O)N(CCc3ccc(OC)cc3)C2)on1 (configuration not stated)	-9	-0.2	-0.1	-7	-13	4	9	1
O=C(CNC(=O)c1ccccc1)Oc1ccc([N+](=O)[O-])cc1	-3	1.7	0.0	-2	9	-2	1	-1
CC(=O)N1CCc2cc(C(=O)CN3CCN(c4ccccn4)CC3)ccc21	1	-0.7	0.4	-19	nt	5	31	0
CCC(=O)N1[C@@H]2c3ccc(-c4ccccc4)c(=O)n3C[C@H]1[C@H](CO)[C@H]2C(=O)N1CCc2ccccc2C1	15	1.2	0.0	4	1	9	-11	1
CCCCN(CC)CCNC(=O)c1cc2c(C)nc3ccccc3c2o1	1	2.1	0.3	18	24	-11	nt	1
O=C(c1ccccc1)c1ccc(OCCCCN2CCCCC2)cc1	nt	nt	nt	-5	-3	nt	12	10
Cc1cccc(S(=O)(=O)NCCc2cn3ccccc3n2)c1	2	-1.8	-0.1	-6	nt	nt	5	1
CCCN(CCC)Cc1c(C(=O)N/N=C/C(C)=C\c2ccccc2)nnn1-c1nonc1N	-2	0.2	0.0	2	-3	nt	-14	2
Cc1ccc(C(=O)CCC(=O)N2CCC(C(N)=O)CC2)s1	-14	2.0	0.4	-6	9	2	38	-3
COc1ccccc1-c1sc2ccccc2c1-c1ccccc1OC	-1	0.1	0.0	-1	0	-9	-2	-3
CC(NC(=O)CN1CCN(C(=O)c2cccs2)CC1)c1ccc(F)cc1F (configuration not stated)	25	1.0	-0.1	-1	5	-8	-4	-3
CCCNC(=O)Nc1ccc2c(c1)OC[C@H](C)N(Cc1ccncc1)C[C@@H](C)[C@@H](OC)CN(C)C2=O	-7	-2.2	0.0	-11	4	1	11	0
COc1ccc(/C=C/c2c(-c3cccc(C)c3)oc3ccc(N4CCOCC4)cc23)cc1	-19	-1.4	-0.3	-15	-1	-4	-1	nt
O=C(NCCc1ccccc1)C1CCCN(S(=O)(=O)c2cccc3nsnc23)C1 (configuration not stated)	-4	nt	-0.1	nt	6	nt	0	nt

The list continues:
SMILES	ARNT-TACC3 inh	F508del corr	Xi reactivation	RAD52 inh	RAD54 inh	esBAF inh	GSIS activator	ERAP1 HTS inh
Cc1cccc(C(=O)OCC(=O)NC(=O)Cc2ccccc2)c1O	-6	-0.1	0.3	8	-2	-6	7	-4
CN(CCOc1ccccc1)C(=O)C1CCN(C(=O)c2ccc(F)cc2)CC1	0	-5.1	0.0	11	-9	2	0	1
CNC[C@@H]1OCCCC[C@H](C)Oc2ccc(NS(=O)(=O)c3ccc(Cl)cc3)cc2C(=O)N([C@@H](C)CO)C[C@@H]1C	3	-1.1	-0.5	-44	0	-1	7	1
Cc1cc(/C=C2/SC(=O)N(CC(=O)OC(C)C)C2=O)c(C)n1C	1	-2.6	nt	-24	2	84*	1	0
O=C1Nc2ccccc2C(=O)N(C2CCCC2)C1C(=O)NC1CC1 (configuration not stated)	nt	0.3	0.2	-3	nt	nt	-1	-1
COc1ccc(NC(=O)Nc2ccc3c(c2)CC(=O)N([C@@H](C)CO)C[C@H](C)[C@H](CN(C)CC2CC2)O3)cc1	5	-0.8	-0.5	7	3	0	4	2
COc1cccc(CNC(=S)Nc2cc(OC)ccc2OC)c1	-13	0.6	0.0	-9	-5	-4	-1	6
CCN(C(=O)CSc1nc2ccccc2c(=O)n1Cc1ccc(C)cc1)C1CCS(=O)(=O)C1 (configuration not stated)	-3	-3.8	0.0	-4	5	nt	8	0
COc1ccc(/C(N)=N/OC(=O)CCC2CCCC2)cc1	-4	-4.9	0.4	-1	3	14	-16	1
